# NPY-Y2 PAM-ag = human NPY-Y2 potentiation or agonism, primary screen; hit rate 0.45% among 220,000; cells expressing NPY-Y2, potentiator/agonist read-out; P49146; activation, % at 3.6 µM; in the data active means activation above about 27%;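 further: cells stimulated with NPY near EC25 plus isoproterenol at EC100; 0% = vehicle plus submaximal agonist and 100% = vehicle plus saturating agonist; some results beyond the cut were filed as inactive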
# NPY-Y1 antag = NPY-Y1 (human) receptor antagonism; HEK293-CNG Y1 cells, membrane potential fluorescence; NPY at EC95, then isoproterenol; P25929; hit rate 1% among 200,000; AID 1040; inhibition, % at 3.6 µM;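 active means inhibition above the campaign mean inhibition of all tested compounds plus 3 SD, cut at about 20% in these data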;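 further: 0% = DMSO wells given NPY plus isoproterenol and 100% = isoproterenol alone without NPY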
# Target sequence (P25929 whole entry, looked up): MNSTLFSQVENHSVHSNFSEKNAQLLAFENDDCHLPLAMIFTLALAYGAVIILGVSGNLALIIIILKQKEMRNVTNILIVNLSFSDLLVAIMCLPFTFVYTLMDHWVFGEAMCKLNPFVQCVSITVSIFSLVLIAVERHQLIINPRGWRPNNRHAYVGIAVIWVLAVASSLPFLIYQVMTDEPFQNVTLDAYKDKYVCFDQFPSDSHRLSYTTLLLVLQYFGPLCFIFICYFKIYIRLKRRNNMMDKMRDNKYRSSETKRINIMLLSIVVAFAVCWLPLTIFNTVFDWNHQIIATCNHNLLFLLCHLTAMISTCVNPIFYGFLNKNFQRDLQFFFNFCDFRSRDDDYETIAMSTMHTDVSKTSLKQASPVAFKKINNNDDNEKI
#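 Assay system: HEK293 cells with Y1 receptor plus CNG channel | Probe or stimulus: NPY (25 nM), isoproterenol (1 µM), Ro 20-1724 (25 µM) | Timing: Compound incubation 1 h at room temperature, readout 45 min post-stimulation | Measured by: Membrane-potential fluorescent dye readout | Benchmarks: High control isoproterenol alone, low control NPY with isoproterenol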
# Runt-CBFb FRET = inhibitors of human RUNX1 Runt domain binding to CBFb; AID 1496; hit rate 0.46% among 220,000; Cerulean-Runt/Venus-CBFb FRET ratio 530/480, 1 h; Q01196+Q13951; inhibition, % at 20 µM;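 active means inhibition over about 50% at 20 µM in the single-dose screen, limit read from the data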;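 further: 0% = DMSO wells and 100% = excess unlabeled CBFb competitor control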
#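 Measured by: fluorescence energy transfer, 422 nm excitation, 530/480 nm emission; test system: Cerulean-tagged RUNX1 Runt domain (FRET donor) fusion protein; buffer or medium: Tris pH 7.5 buffer with BSA; compound: one dose, 20 µM compound, 1% DMSO; times: two 1 h room-temperature incubations shielded from light; benchmarks: unlabeled CBFb 5 µM, positive control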
# Runt-SMMHC FRET = blocks binding of human RUNX1 Runt domain to CBFb-SMMHC; Q01196+Q13951; Cerulean-Runt/Venus-CBFb-SMMHC FRET ratio 530/480, 1 h; inhibition, % at 20 µM; hit rate 0.74% among 220,000;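 active means mean inhibition across duplicate retests at 20 µM reaching about 50%, limit read from the data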;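 further: 0% = DMSO wells and 100% = wells with excess untagged CBFb-SMMHC; inhibitors lower the FRET ratio by blocking Runt binding to CBFb-SMMHC; some results filed as inactive read as strong as hits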
# RBBP9 inh = inhibitors of human serine hydrolase RBBP9; O75884; recombinant RBBP9, FP-Rh probe fluorescence polarization; inhibition, % at 7.94 µM; hit rate 0.2% among 220,000; AID 1515;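 active means inhibition above the campaign mean of all tested compounds plus 3 SD, cut at about 14% in these data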;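 further: plate controls were DMSO wells with RBBP9 for no effect and wells lacking RBBP9 protein for full effect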
# Target sequence (O75884 whole entry, looked up): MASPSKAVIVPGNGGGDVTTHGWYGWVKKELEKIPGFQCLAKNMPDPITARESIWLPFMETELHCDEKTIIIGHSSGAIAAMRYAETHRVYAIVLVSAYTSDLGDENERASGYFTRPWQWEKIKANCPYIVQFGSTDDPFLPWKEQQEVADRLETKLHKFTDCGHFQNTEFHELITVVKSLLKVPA
#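 system = RBBP9 protein | input = RBBP9 at 2.5 µM in dispensed solution, before mixing | measured by = fluorescence polarization (mP), excitation 525 nm, emission 598 nm | incubation = enzyme-compound preincubation 30 min, then probe labeling 45 min, 25 °C | buffer or medium = Tris-NaCl-Pluronic buffer, pH 8.0 | compound = single dose 7.94 µM | also added = FP-Rh probe, 375 nM dispensing solution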
# MDM2 E3 inh = blocks human Mdm2 ubiquitin ligase activity; cell-based MDM2 ubiquitination luciferase reporter, 2 h; 0 = plate control, 100 = twice control, blank-subtracted; Q00987; signal enhancement, % at 5 µM; hit rate 0.11% among 210,000;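 active means signal enhancement of 30% or more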;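 further: luminescence tracks abundance of the self-degrading MDM2-luciferase fusion protein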
# Target sequence (Q00987 whole entry, looked up, the tested form may be a part): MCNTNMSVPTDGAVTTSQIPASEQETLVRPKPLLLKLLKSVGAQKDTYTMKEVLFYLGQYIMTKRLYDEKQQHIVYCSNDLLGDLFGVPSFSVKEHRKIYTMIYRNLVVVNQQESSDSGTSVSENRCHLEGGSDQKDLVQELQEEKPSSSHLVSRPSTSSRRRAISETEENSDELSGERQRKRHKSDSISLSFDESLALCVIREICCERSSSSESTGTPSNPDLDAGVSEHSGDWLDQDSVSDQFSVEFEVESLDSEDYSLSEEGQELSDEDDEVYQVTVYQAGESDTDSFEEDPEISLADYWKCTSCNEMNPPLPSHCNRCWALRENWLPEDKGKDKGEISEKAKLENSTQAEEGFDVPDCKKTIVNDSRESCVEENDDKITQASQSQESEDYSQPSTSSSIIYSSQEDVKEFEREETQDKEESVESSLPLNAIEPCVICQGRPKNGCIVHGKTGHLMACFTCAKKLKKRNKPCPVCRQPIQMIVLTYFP
#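 Timing – 2 h compound exposure at 37 °C · Assay system – mammalian cells stably expressing self-ubiquitinating, self-degrading MDM2 E3–luciferase fusion · Amount – 2000 cells seeded into each well · Measure – % luminescence enhancement versus blank-corrected plate control mean · Measured by – SteadyLite luminescence, 15 min reagent step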
# Hck-Nef inh = human Hck-Nef kinase inhibition; Recombinant Hck-YEEI plus Nef, Z-Lyte FRET kinase assay; inhibition, % at 20 µM; hit rate 0.68% among 220,000; AID 463187;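 active means Hck-Nef kinase inhibition above about 50%, limit read from the data; inactive means inhibition below that limit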;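 further: 0% = DMSO with Hck plus Nef and 100% = Hck alone without Nef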
# p97 inhibitor = blocks human p97 ATPase activity; P55072; recombinant p97 ATPase, Kinase-Glo ATP luminescence, 3 h; inhibition, % at 8 µM; hit rate 0.42% among 220,000; in the data active means inhibition above about 15%;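 further: 0% = DMSO vehicle and 100% = wells lacking enzyme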
# NPY-Y1 PAM-ag = potentiators or agonists of human neuropeptide Y receptor Y1; hit rate 0.37% among 220,000; AID 1304; P25929; NPY-Y1 expressing cells, potentiator/agonist activation; activation, % at 3.6 µM; in the data active means activation above about 33%, passing the limit was not always enough;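 further: cells stimulated with NPY at EC10 then isoproterenol at EC100; 0% = low agonist plus stimulus and 100% = saturating agonist plus stimulus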
# Starred values were filed as active, the others as inactive; x = not tested or not shown.
# The line under a structure holds: NPY-Y2 PAM-ag	NPY-Y1 antag	Runt-CBFb FRET	Runt-SMMHC FRET	RBBP9 inh	MDM2 E3 inh	Hck-Nef inh	p97 inhibitor	NPY-Y1 PAM-ag
CC(=O)NCCSC(=O)c1ccc(F)cc1
→ 11.2	-4.5	-0.7	-2.1	-6.2	-14.9	-0.9	1.8	10.6
COc1cc(OC)cc(C(=O)NCC(=O)OCc2nc3ccccc3s2)c1
→ -7.5	6.7	0.4	-1.1	-6.6	-6.8	19.8	2.4	-0.7
O=C(O)c1ccc(NS(=O)(=O)c2cc(Cl)ccc2Cl)cc1
→ 10.5	-1.2	-1.3	-1.0	4.0	10.5	7.1	5.5	-2.5
O=C(COc1ccc(Cl)cc1Cl)NCc1ccncc1
→ 15.1	-4.5	-0.8	1.2	-3.8	-16.0	1.5	5.7	-33.2
CCOC(=O)Cc1csc(NC(=O)CCCCCN2C(=O)c3cccc4cccc(c34)C2=O)n1
→ -5.7	3.0	x	x	4.5	x	-9.0	-2.2	2.4
CCn1ccnc1CN1CCC(CO)(CCOc2ccccc2)CC1
→ 5.6	0.7	3.3	-3.9	0.1	-4.8	2.2	-3.1	7.4
O=C(Nc1ccc(CN2CCCCC2)cc1)c1ccc2c(c1)OCO2
→ -0.7	2.0	-0.5	-0.8	-5.8	3.7	0.1	6.3	-7.8
COCCCNCCOc1ccccc1-c1ccccc1
→ 3.7	6.5	-0.7	1.9	-7.7	-6.3	-1.1	-7.9	-20.6
CC(=O)c1c(C)[nH]c(C(=O)NCc2ccccn2)c1C
→ 2.9	2.5	0.4	-0.4	-8.8	0.4	1.5	5.9	7.6
O=C(Nc1cccc(Cl)c1)OC1CCCCc2cccnc21 (stereo unspecified)
→ 0.8	x	0.1	0.8	-3.6	-8.4	22.5	-0.8	-1.3
O=C(c1ccco1)N1CCN(C(c2ccc(Cl)cc2)c2nnnn2Cc2ccccc2)CC1 (stereo unspecified)
→ 4.1	21.1*	-2.5	0.7	2.5	11.7	-0.3	2.2	-21.7
Cc1cccc(N2CCN(c3nnc(C(F)(F)F)s3)CC2)c1
→ -35.9	x	0.4	-2.6	-7.9	-2.0	-18.5	3.8	15.5
Cc1nnc(NC(=O)CSc2nnc(CNC(=O)C34CC5CC(CC(C5)C3)C4)n2C2CCCCC2)s1
→ -5.1	3.3	-7.3	2.8	-10.1	5.7	0.1	-6.4	7.2
Cc1cccc(C(=O)N2CCc3ccccc3C2)c1[N+](=O)[O-]
→ 1.3	2.1	x	x	-8.6	-3.0	18.1	1.6	7.6
CCn1cc(CNC(=O)c2cc([N+](=O)[O-])c(C)c([N+](=O)[O-])c2)cn1
→ -2.0	3.6	-0.3	1.9	-1.2	-8.7	3.0	-1.5	-0.9
CC[C@H](C)[C@@H](NC(=O)O[C@@H]1C(=O)c2cc(OC)ccc2O[C@H]1c1ccc(OC)c(Br)c1)C(=O)OC
→ -6.4	8.2	0.4	-0.5	-9.0	x	-1.2	0.8	-44.5
Cc1c(N2C(=O)CS/C2=N\N=C\c2ccccc2O)c(=O)n(-c2ccccc2)n1C
→ 5.7	0.8	-2.6	-0.2	-9.3	-27.5	1.0	-0.2	8.7
COc1ccc(-c2ccc(OC)cc2)cc1
→ -1.3	4.5	0.8	-5.1	-3.0	-4.1	10.0	3.1	-6.7
Cc1ccc(NC(=O)/C(=C/c2ccc([N+](=O)[O-])cc2)NC(=O)c2ccccc2)cc1
→ 25.3	x	0.2	2.6	-8.6	x	26.9	4.3	30.3
Cc1nn(-c2cccc(C(=O)O)c2)c(C)c1Oc1ccccc1O
→ 1.4	3.3	-0.9	1.0	1.2	-15.9	0.2	2.0	-20.0

# Further results follow.
# The line under a structure holds: NPY-Y2 PAM-ag	NPY-Y1 antag	Runt-CBFb FRET	Runt-SMMHC FRET	RBBP9 inh	MDM2 E3 inh	Hck-Nef inh	p97 inhibitor	NPY-Y1 PAM-ag
O=C(NCCN1CCOCC1)c1cc2ccccc2o1
→ 4.7	-1.5	-0.4	4.0	-16.8	-6.6	-0.7	-6.0	10.3
Cc1ccc2cc(C(c3nnnn3Cc3ccccc3)N3CCc4ccccc43)c(=O)[nH]c2c1 (stereo unspecified)
→ -7.3	3.0	13.5	1.8	-0.5	-17.4	1.1	1.9	2.3
CCOc1cccc(-c2nnc3n2N=C(c2cc(OC)ccc2OC)CS3)c1
→ -8.5	13.1	-5.0	-0.9	-12.6	-3.3	0.3	-5.2	-23.8
Cc1cccc(CN2CCN(C(=S)Nc3ccccc3)CC2)c1
→ 5.6	4.0	-0.1	-2.1	-11.3	4.8	18.1	2.1	16.4
CCCOC(=O)c1ccc(NC(=O)c2ccc(Br)o2)cc1
→ -20.9	-4.5	-3.4	4.6	4.7	-0.6	5.2	-0.5	-26.1
NC(=O)c1csc(-c2ccncc2)n1
→ -3.6	3.9	0.9	2.6	-7.1	-5.7	0.9	2.3	13.7
CC(C)(CNC(=S)NCCc1ccccc1)CNC(=S)NCCc1ccccc1
→ 19.6	-3.1	8.9	6.0	-19.9	-12.9	4.9	6.5	23.8
Cc1ccc(S(=O)(=O)N2CCCN(C(=O)OC(C)(C)C)CC2)cc1
→ -6.8	x	0.2	1.7	0.3	-8.0	28.7	-0.1	3.8
Cc1ccc(C)c(S(=O)(=O)Nc2ccc3sc(C)nc3c2)c1
→ -6.7	2.3	-7.9	3.4	-1.1	13.3	7.5	-2.7	-10.1
COc1ccc(-c2nnc(-c3cccnc3)o2)cc1
→ -8.2	6.4	-1.3	0.7	-6.7	-16.3	2.0	0.5	-11.6
CC1(C)Cc2c(C#N)c(NC3CCCCC3)nc(-c3ccco3)c2CO1
→ 13.5	-3.7	7.6	9.3	-6.4	-15.9	35.2	7.7	-2.9
CCOc1ccccc1CNn1nnnc1N
→ 2.2	1.8	-0.1	-3.2	-0.7	-7.0	10.2	4.0	10.8
COc1ccc(C(=O)Cn2nc(CNc3ccc(Br)cc3)[n+]3c2CCCCC3)cc1
→ -5.9	-3.1	0.7	3.8	-6.4	-14.6	21.4	3.1	-1.7
O=C(NCc1ccco1)C1CCC(N2C(=O)C3C4CCC(C4)C3C2=O)CC1 (stereo unspecified)
→ -5.4	6.4	1.8	-5.3	5.4	-6.7	23.0	2.1	7.7
C=CCNc1oc(/C=C/c2ccccc2)nc1C#N
→ -16.4	-5.6	10.0	30.0	5.4	-12.2	29.7	-0.9	-4.2
O=C(/N=C1/c2ccccc2CN1c1ccccc1)Nc1ccccc1
→ 10.7	4.4	-0.5	-1.1	-5.0	-8.5	2.3	1.2	-15.0
COc1ccccc1C(O)P(=O)(OC1CCCCC1)OC1CCCCC1 (stereo unspecified)
→ 13.7	x	-0.1	-1.1	-2.1	-10.2	14.5	-0.6	11.3
COC(=O)c1c(NC(=O)C2CC2)sc(C(=O)Nc2ccccc2)c1C
→ 0.4	1.8	-9.0	-1.5	-0.2	5.8	-46.0	2.7	10.8
CCS(=O)(=O)n1nc(-c2ccccc2)nc1SCc1ccccc1
→ -31.7	28.2*	-0.8	0.9	-4.3	5.2	1.2	-3.4	-30.4
Cc1cc(N2CCOCC2)c2c(N)cc(C)c(C)c2n1
→ 16.9	2.5	0.8	-4.4	-7.1	-21.7	1.0	3.2	19.2

# Look-ups from above.
# Reading for `CCOc1cccc(-c2nnc3n2N=C(c2cc(OC)ccc2OC)CS3)c1` in NPY-Y2 PAM-ag: -8.5
# Reading for `O=C(NCc1ccco1)C1CCC(N2C(=O)C3C4CCC(C4)C3C2=O)CC1` (stereo unspecified) in Hck-Nef inh: 23.0
# Reading for `Cc1cccc(CN2CCN(C(=S)Nc3ccccc3)CC2)c1` in NPY-Y1 PAM-ag: 16.4
# Reading for `COC(=O)c1c(NC(=O)C2CC2)sc(C(=O)Nc2ccccc2)c1C` in Runt-SMMHC FRET: -1.5

# New compounds follow:
# The line under a structure holds: NPY-Y2 PAM-ag	NPY-Y1 antag	Runt-CBFb FRET	Runt-SMMHC FRET	RBBP9 inh	MDM2 E3 inh	Hck-Nef inh	p97 inhibitor	NPY-Y1 PAM-ag
CC(C)OC(=O)/C(=C/c1cccnc1)NC(=O)c1ccccc1
→ 7.8	1.2	-0.2	2.4	-5.1	-8.6	0.7	5.2	-2.6
O=C(NCc1ccco1)c1cc(-c2ccc(F)cc2)on1
→ 18.2	4.0	-1.9	2.4	-7.7	7.1	1.8	3.2	0.3
COc1cc(NC(=O)c2ccco2)ccc1NC(=O)c1ccccc1Cl
→ 1.6	4.4	0.1	1.7	-3.5	3.6	13.1	3.4	-14.1
CCC(Oc1cc(Cl)ccc1Cl)C(=O)NNC(=O)CCC(=O)O (stereo unspecified)
→ 7.3	0.7	-0.6	-1.9	-2.2	15.5	2.6	3.3	-17.4
O=c1oc2ccccc2cc1-c1ccc(O)cc1O
→ -24.4	6.4	-3.0	-0.1	-1.9	12.9	3.6	2.9	0.8

# An excerpt from above in order of length of the SMILES, rising:
# The line under a structure holds: NPY-Y2 PAM-ag	NPY-Y1 antag	Runt-CBFb FRET	Runt-SMMHC FRET	RBBP9 inh	MDM2 E3 inh	Hck-Nef inh	p97 inhibitor	NPY-Y1 PAM-ag
O=C(NCc1ccco1)c1cc(-c2ccc(F)cc2)on1
→ 18.2	4.0	-1.9	2.4	-7.7	7.1	1.8	3.2	0.3
CCS(=O)(=O)n1nc(-c2ccccc2)nc1SCc1ccccc1
→ -31.7	28.2*	-0.8	0.9	-4.3	5.2	1.2	-3.4	-30.4
CC(C)OC(=O)/C(=C/c1cccnc1)NC(=O)c1ccccc1
→ 7.8	1.2	-0.2	2.4	-5.1	-8.6	0.7	5.2	-2.6
COc1cc(NC(=O)c2ccco2)ccc1NC(=O)c1ccccc1Cl
→ 1.6	4.4	0.1	1.7	-3.5	3.6	13.1	3.4	-14.1
COC(=O)c1c(NC(=O)C2CC2)sc(C(=O)Nc2ccccc2)c1C
→ 0.4	1.8	-9.0	-1.5	-0.2	5.8	-46.0	2.7	10.8
